Source: PubChem
RORgamma inh: blocks mouse ROR gamma transcriptional activity; P51450; Drosophila S2 Gal4-RORgamma UAS-luciferase reporter, 20 h; Potency, µM (titrated, usually from 53.6 µM), for inactives: at the top dose activity change, negative = inhibition, actives largely listed as inhibitors; hit rate 5.4% among 310,000; note: % is set by controls: 0 for no effect and ±100 for the full control effect; nearly all actives have a fitted effect of over 60% in size
Target sequence (P51450 whole entry, looked up, the tested form may be a part): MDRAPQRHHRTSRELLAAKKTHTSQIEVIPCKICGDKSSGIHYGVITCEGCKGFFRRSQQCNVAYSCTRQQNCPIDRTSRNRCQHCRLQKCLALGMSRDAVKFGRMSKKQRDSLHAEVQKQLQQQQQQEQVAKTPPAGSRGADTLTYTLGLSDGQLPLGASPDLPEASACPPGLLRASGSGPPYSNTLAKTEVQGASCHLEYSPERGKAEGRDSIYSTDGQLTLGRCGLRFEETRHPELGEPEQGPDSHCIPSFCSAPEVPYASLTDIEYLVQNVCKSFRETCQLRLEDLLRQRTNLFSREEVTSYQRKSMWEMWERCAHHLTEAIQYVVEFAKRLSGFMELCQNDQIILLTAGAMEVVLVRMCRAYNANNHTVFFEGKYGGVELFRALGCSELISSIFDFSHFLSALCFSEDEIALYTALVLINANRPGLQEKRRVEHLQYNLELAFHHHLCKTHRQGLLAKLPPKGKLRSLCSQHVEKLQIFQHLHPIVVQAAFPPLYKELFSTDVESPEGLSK
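Luminescence from a UAS-regulated Photinus luciferase reporter in stably transfected Drosophila Schneider cells is measured; decreased signal marks ROR gamma inhibition. Fusion expression is induced by 700 uM copper sulfate for 20 hr.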
NPC1 promoter act: activators of NPC1 promoter; Huh7 NPC1 promoter luciferase reporter, 24 h; Potency, µM (series often up to 9.22 µM), without a hit: at the highest dose activation, hits mostly activators; hit rate 2.4% among 320,000; AID 485313;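 note: % of control where 0% means no effect; nearly all actives have a fitted effect of over 60% in size; reporter is driven by a mutant NPC1 promoter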
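Stably transfected Huh7 (NPC1 promoter→luciferase), 1500 cells/well in Opti-MEM + 10% FBS, 2 h settle, then compound 24 h at 37 °C. Luminescence after 10 min with Amplite reagent.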
ELG1 genotoxic: inducers of genotoxicity in HEK293T ELG1-luciferase cells; hit rate 1.3% among 330,000; HEK293T ELG1-luciferase reporter, luminescence, 16 h; Potency, µM (titrated, usually from 46 µM), for inactives: top-dose activity change, positive = activation, hits mostly activators; note: % of control where 0% means no effect; nearly all actives have a fitted effect of over 60% in size
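Genotoxicity was scored as increased ELG1-luciferase reporter signal, measured by ONE-Glo luminescence (30 min, room temperature). Compound or vehicle exposure of the HEK293T reporter cells lasted 16 hr at 37°C.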
Rab9 prom act: activates the Rab9 promoter | AID 485297 | Huh7 Rab9 promoter-luciferase reporter, luminescence, 24 h | Potency, µM (doses to about 9.22 µM), without a hit: at the highest dose activation, negative = inhibition, actives largely listed as activators | hit rate 2.8% among 320,000; note: % of control where 0% means no effect; nearly all actives have a fitted effect of over 60% in size
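Using Huh7 cells stably transfected with Rab9 promoter–luciferase, compounds were incubated 24 h at 37 °C, 5% CO2; luciferase luminescence was read 10 min after reagent addition.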
p53 reactivator: mutant p53 re-activation in reporter cells; H1299 p53-A138V BP100-luciferase reporter, luminescence, 24 h; Potency, µM (doses to about 92.2 µM), inactives show at the highest dose activity change, positive = activation, usual class: activators; hit rate 0.063% among 320,000; AID 504706; note: % of control where 0% means no effect; nearly all actives have a fitted effect of over 45% in size
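p53-null H1299 cells stably carrying temperature-sensitive p53-A138V and a BP100-luciferase reporter were pinned with compounds (4-point, 1:5 series) and held 24 hrs at 37 deg C. Luminescence was read 10 min after detection reagent.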
uPA generation: blocks generation of uPA at the cell surface; hit rate 0.31% among 330,000; AID 540303; cell surface uPA generation assay, qHTS; Potency, µM (series often up to 38.3 µM), without a hit: at the highest dose activity change, negative = inhibition, most hits filed as inhibitors; active = well fitted inhibition curve with a large enough effect; inconclusive = small, poorly fitted or top-dose-only effect; inactive = no such curve, though single readings can be large or run the other way; tested in mouse RAW 264.7 cells; note: % is set by controls: 0 for no effect and ±100 for the full control effect; nearly all actives have a fitted effect of over 55% in size
FLuc modulator: counter-screen for miR-21 project: firefly luciferase inhibitors or activators; P08659; purified FLuc, Km substrates, luminescence inhibition; Potency, µM (highest dose often 57.5 µM), inactives show at the top dose activity change, negative = inhibition, most hits filed as inhibitors; hit rate 6.9% among 360,000; AID 588342;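 note: plate controls were vehicle for no effect and reference inhibitor for full effect; nearly all actives have a fitted effect of over 55% in size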
Target sequence (P08659 whole entry, looked up): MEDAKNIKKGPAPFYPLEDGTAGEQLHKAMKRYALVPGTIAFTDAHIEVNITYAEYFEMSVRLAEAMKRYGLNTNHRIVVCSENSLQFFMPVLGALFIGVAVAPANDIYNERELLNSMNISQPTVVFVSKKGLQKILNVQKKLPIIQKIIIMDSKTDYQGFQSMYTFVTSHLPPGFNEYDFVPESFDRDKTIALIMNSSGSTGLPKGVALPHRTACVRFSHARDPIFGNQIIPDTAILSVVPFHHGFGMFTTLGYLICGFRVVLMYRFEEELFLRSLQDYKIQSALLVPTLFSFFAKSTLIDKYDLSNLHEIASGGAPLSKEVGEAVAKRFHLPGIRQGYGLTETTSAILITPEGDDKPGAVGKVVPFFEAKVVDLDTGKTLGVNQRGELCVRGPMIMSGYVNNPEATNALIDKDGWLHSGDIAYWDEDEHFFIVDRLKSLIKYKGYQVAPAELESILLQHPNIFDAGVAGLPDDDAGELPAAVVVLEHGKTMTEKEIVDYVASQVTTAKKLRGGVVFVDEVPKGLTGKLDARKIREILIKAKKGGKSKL
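Purified P. pyralis luciferase, 10 nM final, with Km-level 10 uM D-luciferin and 10 uM ATP in 50 mM Tris acetate pH 7.5, 10 mM Mg acetate, 0.01% Tween-20, 0.05% BSA; 6-point qHTS titration about 60 µM downward; luminescence read.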
Gal4-VP16 FLuc: Gal4-VP16 reporter inhibition counter-screen; Drosophila S2 Gal4-VP16 UAS-luciferase, luminescence, 20 h; Potency, µM (highest dose often 53.6 µM), without a hit: at the highest dose activity, negative = inhibition, most hits filed as inhibitors; hit rate 3.5% among 310,000;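 note: Gal4-VP16 expression switched on by copper sulfate through the metallothionein promoter; % is set by controls: 0 for no effect and ±100 for the full control effect; nearly all actives have a fitted effect of over 50% in size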
BRCA1 expr up: increases BRCA1 expression; MCF7-BRCA1-FFLuc reporter, luminescence, 48 h; response scale: scaled: vehicle 0%, 10 µM genistein 100%; Potency, µM (doses to about 46.1 µM), inactives show top-dose activation, usual class: activators; hit rate 1.1% among 380,000; AID 624202; note: nearly all actives have a fitted effect of over 80% in size; some results filed as inactive show a strong effect at the top dose
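First, MCF7-BRCA1-FFLuc cells (2000/well) attach for 2 h; next, compounds are pin-added and incubated 48 h at 37 °C; finally, luciferase reagent is added and luminescence read after 15 min.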
MBNL1 CUG block: inhibitors of human MBNL1 binding to CUG repeat RNA. Q9NR56. TR-FRET MBNL1-His/biotin-(CUG)12 binding, 665/545 ratio. Potency, µM (highest dose often 57.5 µM), without a hit: at the top dose activity change, negative = inhibition, hits mostly inhibitors. hit rate 0.036% among 280,000. AID 2675; active = well fitted inhibition curve with a large enough effect in the signal ratio, with a control signal flat, not every such curve was filed as active; inconclusive = small, poorly fitted or top-dose-only effect, or effect the other way, or a change in a side signal; inactive = no such curve, though single readings can be large or run the other way; the % refers to the signal ratio; note: % is set by controls: 0 for no effect and ±100 for the full control effect
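MBNL1-His + Biotin-(CUG)12, cpd titration 92 nM–58 uM; Tb anti-His Ab 0.055 ng/ul, SA-XL665 5 nM (final); 60 min RT; ratiometric 665/545 nm, Ex 340 nm; normalized to buffer and full-complex controls.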
Active calls of the source: *; ? = inconclusive; . = not tested or not shown; & = joins results of further samples; [ ] = dose if it differs, or a comment. Unless noted, calls come from the whole dose curve; as a rule, active = well fitted curve in the direction sought with a large enough effect; inconclusive = small, poorly fitted or top-dose-only effect, or another doubt; inactive = no such curve, though single readings can be large; an effect the other way counts as inactive or inconclusive. Potency is the fitted concentration of half-maximal effect. Rows are unselected; any-hit rate near 13%.

SMILES | RORgamma inh | NPC1 promoter act | ELG1 genotoxic | Rab9 prom act | p53 reactivator | uPA generation | FLuc modulator | Gal4-VP16 FLuc | BRCA1 expr up | MBNL1 CUG block
COc1cc(/C=C(/NC(=O)c2ccc(Cl)cc2Cl)C(=O)O)cc(OC)c1OC | 3% | -3% | 1% | -2% | -4% | 0% | 1% | ? | -1% | -8%
COc1ccc(Br)cc1C(=O)Nc1ccccc1N1CCN(C(=O)c2ccccc2)CC1 | 30% | -3% | -14% | -2% | -6% | -1% | 1% | -10% | -66% | -1%
CCCC(=O)N(CCN1CCOCC1)c1nc2c(C)ccc(C)c2s1 | -32% | -14% | -2%[9.26 µM] | 4% | 0% | 2% | 3% | 4% | -22% | -3%
CN(C)CCNC(=O)Cn1ccc2cc(S(=O)(=O)N3CCCCC3)ccc21 | 8% | -1% | 1% | -3% | -5% | -6% | 3% | -8% | 4% | 0%
Cc1nn(C)cc1CNC(=O)CCC(=O)O | 4% | 2% | 0% | 13% | 4% | 10% | 7% | -5% | 6% | 0%
NC(=O)c1ccc(NC(=O)COC(=O)CCSc2ccccc2)cc1 | -13% | 1% | 1% | -4% | 0% | -1% | 0% | 1% | 0% | .
CCNC(=S)N(CCN(CC)CC)Cc1cc2cc3c(cc2[nH]c1=O)OCO3 | -31% | -4% | 2% | -3% | 16% | -38% | 0% | -1% | -13% | 2%
Cc1ccc(/C=N/NC(=O)c2nnn(-c3nonc3N)c2CSc2ccc(Cl)cc2)o1 | ? | -1% | -10% | 4% | 7% | -3% | -5% | ? | -20% | -8%
Nc1nnc(SCC(=O)NNC(=O)c2ccccc2)s1 | . | -5% | 0% | -8% | -5% | 2% | 3% | . | 7% | .
COc1ccc(C2CC(c3cccs3)=NN2C(=O)CSc2nnnn2C)cc1OC (stereo unspecified) | 0% | -4% | 2% | -4% | 3% | 1% | 0% | -11% | -4% | ?
COc1ccc(N2C(S)=C(C#N)C(=O)NC23CCCCC3)cc1 | ? | 1% | 0% | 1% | 5% | -4% | 27µM* | ? | -7% | -9%
COc1cc(OC)c(NC(=S)Nc2cc(Cl)cc(Cl)c2)cc1Cl | 13µM* | -1% | -8% | -2% | 3% | -6% | 5% | ? | -73% | -4%
O=C(NCc1ccco1)c1ccc(S(=O)(=O)c2cccc(S(=O)(=O)N3CCOCC3)c2)cc1 | 18% | 0% | -2% | 1% | -3% | -7% | -17% | 0% | -19% | 12%
COC(=S)Nc1cccc(C(F)(F)F)c1 | ? | 6% | -1% | -5% | 1% | -1% | 1% | ? | -10% | -6%
CC(C)c1ccc(NC(=O)COc2nnc(-c3cccs3)c(-c3cccs3)n2)cc1 | 44% | -3% | 0% | -10% | -1% | 3% | 14% | 2% | 2% | 4%
Nc1ccc2c3c(cccc13)C(=O)NC2=O | -1% | 3%[46.1 µM] | . | 0%[46.1 µM] | . | . | . | 1% | . | ?
O=C(CN1C(=O)NC2(CCCC2)C1=O)OCCOc1cccc(Br)c1 | . | -1% | -3% | 1% | 1% | 1% | 7% | . | -9% | .
Cc1ccccc1CSc1nnc(-c2ccncc2)n1C | 26% | -4% | 0% | -1% | 3% | 2% | 2% | 9% | -16% | -1%
Cn1nnnc1NC(=O)c1ccccc1Cl | . | -2% | 0% | 2% | . | 2% | 3% | . | 1% | -10%
COc1cccc(-c2noc(C3CCCN(C(=O)Cc4ccccc4)C3)n2)c1 (stereo unspecified) | 27% | 10% | 19% | 11% | 26% | . | ? | 23% | 95% | 1%
C=CC[C@@H](Cc1ccc(F)cc1)C(=O)OC[C@@H]1CCCN1C(=O)[C@@H](CC=C)CC(=O)N[C@@H](CO)Cc1ccccc1 | . | . | -8% | . | -3% | -4% | . | . | -17% | .
CC(=O)c1ccc(NC(=O)/C(Cl)=C/c2ccccc2)cc1 | -13% | 3.5µM* | 8.2µM* | 4µM* | 2% | -6% | 0.95µM* | ? | ? | 2%
COc1ccccc1NC(=O)c1cnc2n(c1=O)CCS2 | 14% | ? | 16% | ? | 17% | 2% | ? | -8% | 70% | 1%
CC(O)C(C(=O)OCc1ccc([N+](=O)[O-])cc1)N1C(=O)c2ccccc2C1=O (stereo unspecified) | 2% | -4% | -4% | -5% | 5% | -4% | 1% | -1% | -14% | ?

Random excerpt: four compounds from above, in no set order.
SMILES | RORgamma inh | NPC1 promoter act | ELG1 genotoxic | Rab9 prom act | p53 reactivator | uPA generation | FLuc modulator | Gal4-VP16 FLuc | BRCA1 expr up | MBNL1 CUG block
COc1ccccc1NC(=O)c1cnc2n(c1=O)CCS2 | 14% | ? | 16% | ? | 17% | 2% | ? | -8% | 70% | 1%
NC(=O)c1ccc(NC(=O)COC(=O)CCSc2ccccc2)cc1 | -13% | 1% | 1% | -4% | 0% | -1% | 0% | 1% | 0% | .
Nc1ccc2c3c(cccc13)C(=O)NC2=O | -1% | 3%[46.1 µM] | . | 0%[46.1 µM] | . | . | . | 1% | . | ?
Cc1ccccc1CSc1nnc(-c2ccncc2)n1C | 26% | -4% | 0% | -1% | 3% | 2% | 2% | 9% | -16% | -1%

Carrying on:
SMILES | RORgamma inh | NPC1 promoter act | ELG1 genotoxic | Rab9 prom act | p53 reactivator | uPA generation | FLuc modulator | Gal4-VP16 FLuc | BRCA1 expr up | MBNL1 CUG block
Cc1c(NC(=O)CSc2nnnn2-c2ccc(F)cc2)c(=O)n(-c2ccccc2)n1C | ? | -5% | -2% | -11% | 0% | 1% | -1% | -6% | 0% | -2%
COc1ccccc1N1CCN(C(=O)c2cc(-c3ccccc3)on2)CC1 | 0% | 0% | -1% | 0% | -3% | 0% | 2% | 4% | -1% | -3%
NNC(=O)Cn1c(-c2ccccn2)nc2ccccc21 | -2% | -1% | 0% | -6% | 4% | 2% | 2% | 1% | -1% | -5%
CN(Cc1cccnc1)C(=O)CC1C(=O)NCCN1CC(c1ccccc1)c1ccccc1 (stereo unspecified) | 0% | -1% | 2% | -1% | 0% | 9% | -2% | 6% | 2% | 3%
COc1ccc(CCN2CC(C(=O)NCCc3ccccc3C(F)(F)F)CCC2=O)cc1 (stereo unspecified) | 30% | 18% | 16% | ? | 16% | -7% | ? | -4% | ? | -1%
CCN(CC)C(=O)[C@H]1C[C@H](CC(=O)NCc2cccc(C(F)(F)F)c2)C(=O)N2CCc3c([nH]c4cc(CCC(=O)N(C)C)ccc34)[C@]12C | . | . | -2% | . | -7% | -7% | . | . | -9% | .
CC(NS(=O)(=O)c1cc(C(F)(F)F)ccc1Cl)C(=O)N(C)C1CCN(C)CC1 (stereo unspecified) | . | . | -1% | . | 4% | 3% | . | . | -16% | .
Cc1cc(Cl)cc2c1NC(=O)[C@]21[C@@H]2C(=O)N(Cc3ccccc3)C(=O)[C@@H]2[C@@H]2CCCN21 | -10%&18% | -1%&-4% | -3% | -2%&3% | -12% | 3% | -2%&0% | -16%&-14% | -37% | 6%&1%
Cc1ccc(S(=O)(=O)N(C)c2ccc(NS(C)(=O)=O)cc2)cc1 | ? | . | . | . | . | 6% | 3% | 12% | -14% | -1%
Cc1ccc(NC(=O)CN(C)C(=O)c2cccc(S(=O)(=O)NCc3ccccc3)c2)cc1 | . | -2% | 12% | -1% | 0% | 3% | 3% | . | -7% | .
COc1ccc2[nH]cc(CCCN3C(=O)c4ccccc4C3=O)c2c1 | 36% | 0% | -4% | -1% | -7% | -2% | 0% | 2% | -3% | 7%
CCN(CC)CCNc1nc2nonc2nc1NCCN(CC)CC | -9% | 1% | 0% | 2% | 0% | ? | -1% | -13% | -37% | 5%

Printed as active in Rab9 prom act (from the list above):
SMILES	RORgamma inh	NPC1 promoter act	Rab9 prom act	p53 reactivator	uPA generation	BRCA1 expr up
CC(=O)c1ccc(NC(=O)/C(Cl)=C/c2ccccc2)cc1	-13%	3.5µM*	4µM*	2%	-6%	?

(next part)
SMILES | RORgamma inh | NPC1 promoter act | ELG1 genotoxic | Rab9 prom act | p53 reactivator | uPA generation | FLuc modulator | Gal4-VP16 FLuc | BRCA1 expr up | MBNL1 CUG block
SC(COCc1ccccc1)CN1CCN(Cc2ccc3c(c2)OCO3)CC1 (stereo unspecified) | -42% | 16% | -8% | -1% | 14% | -3% | 3% | -2% | -5% | -11%
CCOc1ccc(/C=N\NC(=O)c2c(C)nc3cc(C)ccn23)cc1 | ? | -3% | 3% | 0% | . | 1% | -1% | -13% | 3% | 4%
CCSc1nc2sc3c(c2c(=O)n1-c1ccc(OC)cc1)CCN(C)C3 | 15% | -2% | -5% | -6% | -1% | -3% | -3% | 5% | -1% | .
O=C(O)CSC(C(=O)Nc1ccc(Br)cc1)c1ccccc1 (stereo unspecified) | 1% | -1% | -2% | -3% | 6% | 2% | -5% | 2%[10 µM] | -12% | 5%
Cc1ccc(OCCCC(=O)Nc2ccc(N3CCOCC3)cc2)c(C)c1 | -8% | -2% | 1% | -10% | -12% | 2% | 2% | -4% | -18% | -15%
Cc1ccc(S(=O)(=O)N2CCCC2C(=O)NCc2ccco2)cc1 (stereo unspecified) | 21% | 4% | -4% | 8% | -1% | -7% | 6%[2.3 µM] | 7% | -1% | -11%
